Screens as filed in PubChem.
phage Ecoli inh – E. coli growth loss with phage present; inhibition, % at 11.9 µM; 360,000 compounds, 0.26% hits; growth absorbance; AID 651602; in the data active means inhibition above about 11%
SR-BI uptake up – SR-BI HDL lipid transfer activation. AID 504775. activation, % at 12.5 µM. CHO ldlA[mSR-BI] cells, DiI-HDL uptake fluorescence, 3 h; 100 = double the neutral-control signal. 320,000 compounds, 0.096% hits;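 active means mean replicate activation of at least 60% and every replicate at or above 60%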;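 further: 0% = median plate neutral-control signal and 100% = twice that signal; values of inactives mirror those of a sister screen read the other way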
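Material: SR-BI-overexpressing, LDLR-lacking CHO cells; schedule: compound exposure 3 h, 37 °C; reagent: DiI-labelled HDL at 10 µg/mL final; technique: bottom-read fluorescence, 550/595 nm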
SR-BI DiI inh – inhibitors of mouse SR-BI mediated HDL lipid uptake | Q61009 | ldlA[mSR-BI] CHO cells, DiI-HDL uptake fluorescence, 3 h | inhibition, % at 12.5 µM | 320,000 compounds, 0.96% hits;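 active means mean replicate inhibition of at least 70% and a set share of replicates each scoring 70 or more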;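 further: 0% = median of neutral control wells and 100% = median of positive control wells; values of inactives mirror those of a sister screen read the other way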
Target sequence (Q61009 whole entry, looked up): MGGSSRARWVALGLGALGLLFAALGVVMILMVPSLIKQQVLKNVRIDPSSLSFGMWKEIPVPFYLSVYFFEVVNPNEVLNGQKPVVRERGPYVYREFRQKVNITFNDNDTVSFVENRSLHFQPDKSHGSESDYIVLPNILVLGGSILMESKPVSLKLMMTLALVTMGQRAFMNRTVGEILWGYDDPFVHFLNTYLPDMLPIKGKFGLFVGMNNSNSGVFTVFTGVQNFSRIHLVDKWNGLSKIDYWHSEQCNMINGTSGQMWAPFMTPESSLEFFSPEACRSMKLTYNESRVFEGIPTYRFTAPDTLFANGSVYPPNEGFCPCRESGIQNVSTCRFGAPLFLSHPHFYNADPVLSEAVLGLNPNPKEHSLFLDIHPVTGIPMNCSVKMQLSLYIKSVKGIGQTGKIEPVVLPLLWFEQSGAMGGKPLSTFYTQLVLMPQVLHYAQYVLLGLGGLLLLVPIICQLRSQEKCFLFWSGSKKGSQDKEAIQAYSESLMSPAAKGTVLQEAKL
CAL PDZ FP-1 – blocks peptide binding to the human CAL PDZ domain; Q9HD26; purified CAL PDZ, TMR-peptide fluorescence polarization, 1 h; inhibition, % at 24.9 µM; 300,000 compounds, 0.92% hits; AID 602252;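 active means mean inhibition of at least 30% with at least half of replicates also reaching 30%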;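 further: 0% = DMSO neutral control and 100% = excess unlabeled competitor peptide PRC23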
AddAB inh – less growth of phage-infected E. coli with AddAB. E. coli expressing H. pylori AddAB, absorbance growth. inhibition, % at 11.9 µM. 330,000 compounds, 0.29% hits; in the data active means inhibition above about 12%;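 further: 0% = vehicle wells of infected cells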
CAL PDZ FP-2 – inhibitors of human CAL PDZ peptide binding; Q9HD26; purified CAL PDZ, TMR-peptide fluorescence polarization, 1 h; inhibition, % at 20 µM; 330,000 compounds, 0.02% hits; AID 504414;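 active means highest replicate inhibition of at least 40%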;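 further: plate controls were DMSO neutral control wells for no effect and unlabeled competitor peptide control wells for full effect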
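Assay system – tagged CAL PDZ protein CerCALP, purified · Timing – 1 h at RT · Compound – single point, 20 µM · Measured by – fluorescence polarization from S- and P-plane intensities, G-factor corrected · Evaluation – inhibition from polarization loss · Probe or stimulus – TMR reporter peptide T*-PRC34 · Buffer or medium – pH 7.4 phosphate-saline buffer, reducing agent, detergent, IgG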
Tat transport – blocks Tat-dependent protein export in E. coli. 340,000 compounds, 0.036% hits. E. coli MC4100 TorA-mCherry Tat export, fluorescence. inhibition, % at 10 µM. AID 488895;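 active means mean replicate inhibition at least 50% and at least half of replicates individually reaching 50%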;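 further: exported cargo escapes ClpAP degradation while cytoplasmic cargo is degraded and loses fluorescence; 0% = median of neutral control wells and 100% = median of NaSCN control wells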
Wnt bcat act – activators of Wnt/beta-catenin signaling | activation, % at 9.35 µM | Wnt/beta-catenin reporter cell assay, activator, plate reader | 300,000 compounds, 1.2% hits; in the data active means activation above about 30%, passing the limit was not always enough;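 further: 0% = neutral control wells and 100% = positive control wells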
MITF TRPM1 HTS – increases MITF-driven TRPM1 promoter luciferase signal; SK-MEL-5 TRPM1-promoter luciferase, 24 h; % of positive control, neutral wells = 0; activation, % at 12.5 µM; 300,000 compounds, 0.75% hits; AID 588334;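 active means mean activation of at least 80% with every replicate also reaching 80%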;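 further: 0% = neutral control wells and 100% = parthenolide positive control wells; values of inactives mirror those of a sister screen read the other way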
E coli growth – counter-screen for AddAB inhibitors: E. coli growth inhibition. E. coli V3065 growth, OD600 absorbance, 18 h. inhibition, % at 11.9 µM. 330,000 compounds, 0.27% hits;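 active means inhibition above the campaign's mean inhibition across all tested compounds plus 3 SD, cut at about 9.9% in these data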;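 further: uninfected addAB+ strain grown without phage in ampicillin broth; 0% = DMSO wells and 100% = ciprofloxacin 0.95 µg/ml wells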
An asterisk follows results filed as active; / = no result given.

Start of the data: the first ten entries, to show the layout:
SMILES	phage Ecoli inh	SR-BI uptake up	SR-BI DiI inh	CAL PDZ FP-1	AddAB inh	CAL PDZ FP-2	Tat transport	Wnt bcat act	MITF TRPM1 HTS	E coli growth
O=C(N[C@@H](Cc1ccccc1)C(=O)OCc1ccccc1)c1nc[nH]c1C(=O)N1CCNCC1	3.5	1	-1	2	0.2	-0.5	3	0	13	-1.8
N#C/C(=C\Nc1ccccn1)S(=O)(=O)c1ccc(Cl)cc1	3.5	-11	11	-3	1.2	-0.2	10	-1	/	0.2
O=C(NCC1COc2ccccc2O1)c1ccc(NC(=O)C(c2ccccc2)c2ccccc2)cc1 (centres undefined)	2.3	-37	37	-2	1.2	-1.2	2	-1	-4	-3.0
CNc1nc(SC)nc(N2CCOCC2)n1	1.7	11	-11	-5	1.3	/	5	/	-4	0.1
COc1cccc(CNC(=O)COc2cccc3c2OC(C)(C)C3)c1	1.7	-3	3	-3	0.7	-3.2	-5	1	2	-1.0
COc1ccc(C(=O)NC(C)c2nnc(SCC(=O)Nc3nc4ccccc4s3)n2C)cc1 (centres undefined)	2.1	-4	4	-3	0.8	-1.0	-7	/	8	-0.3
COc1ccc(/C=C(\NC(=O)c2ccccc2)C(=O)NCC2CCCO2)cc1 (centres undefined)	1.9	/	/	1	4.2	-0.8	-1	-1	3	-1.4
Cc1ccccc1NC(=O)COC(=O)/C=C/c1cccc(C(F)(F)F)c1	0.2	26	-26	-1	0.6	-2.1	3	-2	3	2.4
Cn1cnc([N+](=O)[O-])c1Sc1nnc(-c2cccnc2)n1C	2.1	4	-4	-3	/	1.7	6	1	-8	/
CCOC(=O)c1[nH]cnc1C(=O)N1CCN(C(=O)OC(C)(C)C)CC1	4.0	15	-15	7	-0.5	-0.7	1	3	-23	-1.5

The whole of this part, repeating the preview:
SMILES	phage Ecoli inh	SR-BI uptake up	SR-BI DiI inh	CAL PDZ FP-1	AddAB inh	CAL PDZ FP-2	Tat transport	Wnt bcat act	MITF TRPM1 HTS	E coli growth
O=C(N[C@@H](Cc1ccccc1)C(=O)OCc1ccccc1)c1nc[nH]c1C(=O)N1CCNCC1	3.5	1	-1	2	0.2	-0.5	3	0	13	-1.8
N#C/C(=C\Nc1ccccn1)S(=O)(=O)c1ccc(Cl)cc1	3.5	-11	11	-3	1.2	-0.2	10	-1	/	0.2
O=C(NCC1COc2ccccc2O1)c1ccc(NC(=O)C(c2ccccc2)c2ccccc2)cc1 (centres undefined)	2.3	-37	37	-2	1.2	-1.2	2	-1	-4	-3.0
CNc1nc(SC)nc(N2CCOCC2)n1	1.7	11	-11	-5	1.3	/	5	/	-4	0.1
COc1cccc(CNC(=O)COc2cccc3c2OC(C)(C)C3)c1	1.7	-3	3	-3	0.7	-3.2	-5	1	2	-1.0
COc1ccc(C(=O)NC(C)c2nnc(SCC(=O)Nc3nc4ccccc4s3)n2C)cc1 (centres undefined)	2.1	-4	4	-3	0.8	-1.0	-7	/	8	-0.3
COc1ccc(/C=C(\NC(=O)c2ccccc2)C(=O)NCC2CCCO2)cc1 (centres undefined)	1.9	/	/	1	4.2	-0.8	-1	-1	3	-1.4
Cc1ccccc1NC(=O)COC(=O)/C=C/c1cccc(C(F)(F)F)c1	0.2	26	-26	-1	0.6	-2.1	3	-2	3	2.4
Cn1cnc([N+](=O)[O-])c1Sc1nnc(-c2cccnc2)n1C	2.1	4	-4	-3	/	1.7	6	1	-8	/
CCOC(=O)c1[nH]cnc1C(=O)N1CCN(C(=O)OC(C)(C)C)CC1	4.0	15	-15	7	-0.5	-0.7	1	3	-23	-1.5
CC1(C(=O)NC2CCCCCCC2)CC1(Cl)Cl (centres undefined)	1.1	48	-48	-3	1.2	0.5	10	0	2	-1.5
O=C(NCC(=O)N(c1ccccc1)C(C(=O)NC1CCCC1)c1ccncc1)c1ccco1 (centres undefined)	1.3	2	-2	0	0.3	-2.9	13	/	6	-1.4
O=C(OCC(O)CO)c1ccccc1Nc1ccnc2cc(Cl)ccc12 (centres undefined)	3.2	-25	25	-3	-2.4	-3.2	2	4	-10	1.5
CCN(CC)CCCNC(=O)c1cn(C)c2ccc(S(=O)(=O)N(C)C3CCCCC3)cc2c1=O	-0.3	18	-18	-2	0.8	-1.0	-7	-2	-6	-0.1
Cc1ccc(SCCC(=O)Nc2ccc(OCc3ccccc3)cc2)cc1	0.6	17	-17	-1	-2.6	-0.3	-3	/	-13	-0.6
CC(/C=N/Nc1nc(C)cc(C)n1)=C\c1ccc(C(C)C)cc1	-4.5	-3	3	-4	3.6	0.5	9	/	8	-1.4
COc1cc2cc(C(=O)N/N=C/c3ccccc3Cl)[nH]c2cc1OC	-1.6	-65	65	-3	-2.7	/	4	1	21	-1.4
COC(=O)c1cc(OC)c(OC)cc1N1C(=O)CCCC1=O	/	17	-17	-1	-1.3	2.8	-1	/	13	-1.2
Cc1ccc(-c2cn(S(=O)(=O)c3cccc4nsnc34)nc2N)cc1	2.0	-8	8	1	4.8	-0.3	-10	-1	/	2.0
COC(=O)c1ccc(NC(=O)Cc2ccc(C)cc2)cc1	1.4	-17	17	-3	-0.1	-0.1	-1	3	4	1.0
CCc1ccc(-c2nc(SCC(=O)c3c(N)n(C)c(=O)n(C)c3=O)n[nH]2)cc1	0.8	9	-9	-5	0.1	8.2	5	-3	-2	-0.3
COc1cc(Cl)c(NC2=CC(=O)C(=O)c3ccccc32)c(OC)c1	-0.5	-90	90*	4	-0.4	1.9	-8	0	-96	-2.8
COC(=O)Cc1ccc(NC(=S)N2CCCCC2C)cc1 (centres undefined)	3.0	9	-9	-2	4.4	-2.1	-3	1	30	2.4
COc1ccc(N2CCN(C(=O)CSc3nnc4ncccn34)CC2)cc1	2.6	9	-9	/	1.9	0.0	-3	/	-2	0.3
CCOc1ccc(S(=O)(=O)NC2CC2)cc1	1.2	-3	3	16	0.8	-0.2	3	0	/	1.5
SMILES	phage Ecoli inh	SR-BI uptake up	SR-BI DiI inh	CAL PDZ FP-1	AddAB inh	CAL PDZ FP-2	Tat transport	Wnt bcat act	MITF TRPM1 HTS	E coli growth
Cc1ccc(OCC(=O)Nc2cc(-c3nn4c(C)nnc4s3)ccc2C)cc1	2.7	3	-3	/	4.1	0.2	1	-2	20	2.1
Cc1cc(CNC(=O)COC(=O)Cn2[nH]c(=O)c3ccccc3c2=O)cc(C)c1O	1.5	11	-11	0	-0.6	-0.4	-7	0	9	2.5
O=C(Nc1ccccc1[N+](=O)[O-])C1(c2ccccc2)CCOCC1	3.2	-5	5	-2	2.7	0.3	2	-2	-1	0.0
COc1ccc(NC(=O)C2CCCCN2N)cc1OCC(C)C (centres undefined)	-0.6	-44	44	-5	1.1	-2.5	8	-1	6	2.2
Cc1cc(=O)n(CCCc2ccccc2)[nH]1	2.5	35	-35	-3	1.1	-0.3	3	-3	-3	0.1
COc1cc(CCC(=O)OCC(=O)NCC2CCCCC2)cc(OC)c1OC	2.1	12	-12	-1	-1.4	-1.8	4	0	-7	0.0
O=C(CC(c1cccs1)S(=O)(=O)c1ccccc1)c1ccc(F)cc1 (centres undefined)	1.2	-10	10	-3	2.0	-0.2	-3	-4	14	0.2
O=C(Cn1cc([N+](=O)[O-])cn1)Nc1cccnc1	1.4	6	-6	-2	0.7	-0.2	5	-4	5	0.8
COc1ccc(OC)c(NC(=O)CSc2nnc3ccc(-c4ccncc4)nn23)c1	1.5	13	-13	-4	1.7	0.6	-2	3	7	-0.6
CCC(=O)Nc1cccc(NC(=O)c2ccc(C)cc2Cl)c1	5.5	-31	31	0	2.0	-0.1	0	2	23	3.6
CCNC1(C(N)=O)CCN(Cc2ccccc2)CC1	3.0	20	-20	-4	/	0.3	4	-1	3	/
O=C(NCCCOc1ccc([N+](=O)[O-])cc1Cl)OCc1ccccc1	1.6	-3	3	-5	/	0.0	12	-3	2	/
O=C(CCN1CCC(c2ccccc2)C1)c1cccs1 (centres undefined)	0.4	1	-1	-4	1.1	0.5	-11	6	4	-1.2
Cc1ccc(S(=O)(=O)Nc2ccc(-c3nnc(SCc4ccccc4Cl)o3)cc2)cc1	2.4	-5	5	-4	2.5	-2.9	-4	-1	28	-1.2
CN(C)S(=O)(=O)c1ccc(C(=O)NCc2nnc(SCC(=O)c3ccccc3)o2)cc1	3.3	-54	54	3	-0.4	-1.4	19	3	-3	1.9
COC(=O)c1ccccc1S(=O)(=O)N1CCC(C(=O)Nc2ccccc2N2CCOCC2)CC1	1.7	-15	15	7	/	-1.0	-3	-1	2	/
COc1cc(-c2nc3n(n2)C(c2ccncc2)C2=C(CCCC2=O)N3)cc(OC)c1OC (centres undefined)	4.1	26	-26	-5	3.3	-4.3	12	2	12	-1.4
COc1ccc(S(=O)(=O)N2CCCC(C(=O)Nc3ccc(OC)c(OC)c3)C2)cc1 (centres undefined)	1.9	-29	29	2	5.6	-1.4	-4	/	/	2.8
CN(CC1CCOCC1)C(=O)CC1C(=O)NCCN1CC1CCCCC1 (centres undefined)	3.6	19	-19	-2	-2.3	-0.4	-7	-2	12	-0.6
CC(C)Cn1nc(NS(=O)(=O)c2ccccc2)c2cc3ccccc3nc21	1.4	16	-16	2	2.8	-0.6	-2	/	/	2.6
Cc1[nH]c2ccccc2c1CCN(Cc1cccs1)C(=S)NC(C)(C)C	2.4	11	-11	/	2.8	1.0	8	-1	-9	-1.2
CCOc1ccc(CCNC(=O)CCC(=O)N2CCSc3ccccc32)cc1OCC	2.0	-69	69	2	4.7	-4.0	4	-4	-10	-1.1
COc1ccc(CNC(=O)Cn2nc(C)n3cccc3c2=O)cc1	-0.2	-1	1	-4	4.7	-1.2	3	0	-7	0.8
O=C(Nc1nc2cc3c(cc2s1)OCO3)c1cccc(N2C(=O)CCC2=O)c1	1.4	/	/	1	0.5	-2.3	0	15	20	-0.2
CCC1=NC(c2ccc(OC)cc2OC)N(O)C1(C)C (centres undefined)	1.3	-11	11	/	2.5	0.0	-5	/	2	0.4
SMILES	phage Ecoli inh	SR-BI uptake up	SR-BI DiI inh	CAL PDZ FP-1	AddAB inh	CAL PDZ FP-2	Tat transport	Wnt bcat act	MITF TRPM1 HTS	E coli growth
O=C(Nc1ccc2c(c1)CCC2)C1COc2ccccc2O1 (centres undefined)	0.6	9	-9	0	1.5	-2.6	-4	1	62	-1.0
O=C(CSc1nnc(-c2cccc(S(=O)(=O)N3CCCC3)c2)n1-c1ccccc1)Nc1cccc(C(=O)O)c1	1.4	-7	7	-2	-0.8	-0.6	8	2	3	1.0
Cn1c(=O)c2c(nc(SCCNS(=O)(=O)c3ccccc3)n2C)n(C)c1=O	1.9	41	-41	-3	1.8	-2.5	6	/	/	0.2
CC(=O)N(CCC(c1ccco1)C(C)C)Cc1ccc(Cl)cc1 (centres undefined)	-1.3	/	/	/	-3.3	/	/	-3	/	-1.2
O=C(CCCC(=O)OCC(Cl)=C(Cl)Cl)Nc1ccccc1	2.6	21	-21	-3	1.3	-0.7	5	0	-7	0.4
O=C(Nc1nnc(S(=O)(=O)N2CCN(c3ccc(F)cc3)CC2)s1)c1ccccc1	0.2	-9	9	0	3.6	-2.8	1	2	11	0.2
